TRPV1 ag: activates the human vanilloid receptor TRPV1; hit rate 0.19% among 320,000; TRPV1-expressing cells, Fluo-8 calcium influx, agonist mode; activation, % at 8.33 µM; Q8NER1; AID 540275; in the data active means activation above about 80%; inconclusive means between about 30% and that limit; further: 0% is about no effect
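Cells expressing TRPV1 were dye-loaded with Fluo-8 and read kinetically: 10 s baseline, 3 min after compound (agonist portion), then 2 min after EC20 capsaicin (allosteric enhancer portion). Calcium-bound dye fluorescence at 480/520 nm.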
VP16 counter: counter-screen for ROR gamma inhibitors: Gal4-VP16 reporter. Drosophila S2 Gal4-VP16 UAS-luciferase, luminescence, 20 h. Potency, µM (doses to about 53.6 µM), inactives show top-dose activity, negative = inhibition, usual class: inhibitors. hit rate 3.5% among 310,000;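 further: Gal4-VP16 expression switched on by copper sulfate through the metallothionein promoter; potency means the concentration at half of the fitted maximal effect; on the % scale 0 is the no-effect control and ±100 the full control effect; nearly all actives have a fitted effect of over 50% in size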
Tb PFK block: T. brucei PFK enzyme inhibition; O15648; Potency, µM (doses to about 57.5 µM), for the others: top-dose activity, negative = inhibition, most hits filed as inhibitors; hit rate 0.17% among 330,000; T. brucei PFK, ADP-Glo luminescence; AID 485367;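 further: potency means the concentration at half of the fitted maximal effect; 0% = uninhibited 1x PFK enzyme wells and -100% = no-enzyme wells; nearly all actives have a fitted effect of over 60% in size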
Target sequence (O15648 whole entry, looked up): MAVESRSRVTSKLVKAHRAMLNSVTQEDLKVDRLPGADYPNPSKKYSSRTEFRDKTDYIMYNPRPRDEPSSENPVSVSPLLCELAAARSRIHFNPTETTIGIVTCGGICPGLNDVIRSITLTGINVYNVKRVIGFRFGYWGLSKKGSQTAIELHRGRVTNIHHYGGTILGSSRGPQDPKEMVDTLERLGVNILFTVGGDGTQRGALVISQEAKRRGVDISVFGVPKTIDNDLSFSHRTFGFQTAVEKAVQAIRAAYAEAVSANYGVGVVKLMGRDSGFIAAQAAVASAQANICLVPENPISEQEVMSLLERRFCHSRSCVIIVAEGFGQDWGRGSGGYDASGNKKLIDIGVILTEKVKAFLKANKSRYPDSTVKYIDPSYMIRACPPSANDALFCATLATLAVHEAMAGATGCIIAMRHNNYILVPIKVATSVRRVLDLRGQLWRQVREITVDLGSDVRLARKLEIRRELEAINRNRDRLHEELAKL
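ADP-Glo luminescence quantified ADP after 45 min at room temperature, with 1.25 nM T. brucei PFK, 0.1 mM ATP and 0.5 mM fructose-6-phosphate in pH 8.0 TEA buffer. qHTS titrations up to 57 µM; curves classified by quality.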
ELG1 genotox: induces genotoxicity in HEK293T cells with luciferase-tagged ELG1; HEK293T ELG1-luciferase reporter, luminescence, 16 h; Potency, µM (top dose mostly 46 µM), inactives show top-dose activity change, positive = activation, usual class: activators; hit rate 1.3% among 330,000; further: potency means the concentration at half of the fitted maximal effect; % of control where 0% means no effect; nearly all actives have a fitted effect of over 60% in size
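HEK293T cells expressing luciferase-tagged ELG1 were exposed to compound or DMSO vehicle for 16 hr at 37 °C and 5% CO2. Luciferase activity was then measured with ONE-Glo after 30 min at room temperature.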
p53 reactivation: mutant p53 re-activation in reporter cells. hit rate 0.063% among 320,000. H1299 p53-A138V BP100-luciferase reporter, luminescence, 24 h. Potency, µM (top dose mostly 92.2 µM), for the others: at the top dose activity change, positive = activation, actives largely listed as activators; further: potency means the concentration at half of the fitted maximal effect; % of control where 0% means no effect; nearly all actives have a fitted effect of over 45% in size
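p53-null H1299 cells stably carrying temperature-sensitive p53-A138V and a BP100-luciferase reporter were pinned with compounds (4-point, 1:5 series) and held 24 hrs at 37 deg C. Luminescence was read 10 min after detection reagent.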
RORgamma inh: inhibitors of mouse ROR gamma transcriptional activity. P51450. Drosophila S2 Gal4-RORgamma UAS-luciferase reporter, 20 h. Potency, µM (doses to about 53.6 µM), without a hit: at the highest dose activity change, negative = inhibition, usual class: inhibitors. hit rate 5.4% among 310,000; further: potency means the concentration at half of the fitted maximal effect; on the % scale 0 is the no-effect control and ±100 the full control effect; nearly all actives have a fitted effect of over 60% in size
Target sequence (P51450 whole entry, looked up, the tested form may be a part): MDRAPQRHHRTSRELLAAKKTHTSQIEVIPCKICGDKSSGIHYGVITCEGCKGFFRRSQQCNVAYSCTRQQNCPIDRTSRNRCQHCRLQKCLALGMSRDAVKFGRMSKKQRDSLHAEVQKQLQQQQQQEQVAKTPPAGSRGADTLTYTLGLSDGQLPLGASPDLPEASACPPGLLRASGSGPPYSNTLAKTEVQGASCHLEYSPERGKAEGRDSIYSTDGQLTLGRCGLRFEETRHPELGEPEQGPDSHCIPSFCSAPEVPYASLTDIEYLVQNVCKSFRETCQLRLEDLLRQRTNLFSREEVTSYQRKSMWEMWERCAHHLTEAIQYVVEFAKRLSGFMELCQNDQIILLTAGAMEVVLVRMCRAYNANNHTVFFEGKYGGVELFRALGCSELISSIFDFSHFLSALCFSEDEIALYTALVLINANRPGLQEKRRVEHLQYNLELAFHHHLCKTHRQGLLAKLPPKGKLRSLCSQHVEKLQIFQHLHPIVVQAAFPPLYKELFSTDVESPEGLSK
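A Gal4/UAS one-hybrid system in insect cells: metallothionein-promoter Gal4–ROR gamma fusion plus Photinus luciferase reporter. Copper sulfate 700 uM final, 20 hr ambient incubation, luminescent detection after 10 min with reagent.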
NPC1 promoter act: activates the NPC1 promoter | Huh7 NPC1 promoter luciferase reporter, 24 h | Potency, µM (top dose mostly 9.22 µM), for inactives: at the highest dose activation, actives largely listed as activators | hit rate 2.4% among 320,000 | AID 485313;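 further: potency means the concentration at half of the fitted maximal effect; % of control where 0% means no effect; nearly all actives have a fitted effect of over 60% in size; reporter is driven by a mutant NPC1 promoter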
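Cells: Huh7 expressing luciferase under the NPC1 promoter, 1500/well. Seeded 2 h, compound added, incubated 24 h at 37 °C. Luciferase reagent, 10 min ambient, then luminescence.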
BRCA1 expr act: increases BRCA1 expression. Potency, µM (top dose mostly 46.1 µM), inactives show at the top dose activation, hits mostly activators. MCF7-BRCA1-FFLuc reporter, luminescence, 48 h; response scale: scaled: vehicle 0%, 10 µM genistein 100%. hit rate 1.1% among 380,000; further: potency means the concentration at half of the fitted maximal effect; nearly all actives have a fitted effect of over 80% in size; some results filed as inactive show a strong effect at the top dose
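Luminescence from a BRCA1-driven firefly luciferase in MCF7 cells was read after 48 h compound exposure at 37 C. Data normalized against DMSO and a 10microM genistein activation control, then curve-fitted across the titration.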
Rab9 prom act: Rab9 promoter activation; Huh7 Rab9 promoter-luciferase reporter, luminescence, 24 h; Potency, µM (series often up to 9.22 µM), for the others: top-dose activation, negative = inhibition, actives largely listed as activators; hit rate 2.8% among 320,000; AID 485297; further: potency means the concentration at half of the fitted maximal effect; % of control where 0% means no effect; nearly all actives have a fitted effect of over 60% in size
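Measured in stably transfected Huh7 cells bearing a Rab9 promoter–luciferase construct: 24 h compound treatment at 37 °C, followed by luminescence detection.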
FLuc modulator: counter-screen for miR-21 project: firefly luciferase inhibitors or activators | purified FLuc, Km substrates, luminescence inhibition | Potency, µM (doses to about 57.5 µM), for inactives: at the highest dose activity change, negative = inhibition, actives largely listed as inhibitors | hit rate 6.9% among 360,000 | AID 588342;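 further: potency means the concentration at half of the fitted maximal effect; plate controls were vehicle for no effect and reference inhibitor for full effect; nearly all actives have a fitted effect of over 55% in size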
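Purified P. pyralis luciferase, 10 nM final, with Km-level 10 uM D-luciferin and 10 uM ATP in 50 mM Tris acetate pH 7.5, 10 mM Mg acetate, 0.01% Tween-20, 0.05% BSA; 6-point qHTS titration about 60 µM downward; luminescence read.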
ELG1 DNA repair: inhibitors of ELG1-dependent DNA repair in HEK293T cells; HEK293T ELG1-luciferase reporter, luminescence, 16 h; DNA damage induced by 5-fluorouridine; Potency, µM (top dose mostly 46.1 µM), inactives show at the highest dose activity change, negative = inhibition, hits mostly inhibitors; hit rate 2.3% among 330,000; AID 504467; further: potency means the concentration at half of the fitted maximal effect; on the % scale 0 is the no-effect control and ±100 the full control effect; nearly all actives have a fitted effect of over 55% in size
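In this reporter screen, reduction of luminescence relative to DMSO vehicle indicated activity. Compounds and 5-fluorouridine were added together to 2,000 cells per well, incubated for 16 hr at 37 °C, then developed with ONE-Glo.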
The depositor's hits bear a star; ? = inconclusive; nt = no result given; & = joins results of further samples; [ ] = another dose, or the depositor's remark. Unless noted, the call rests on the fitted dose curve; in most records, active means well fitted curve in the direction sought with a large enough effect; inconclusive means small, poorly fitted or top-dose-only effect, or another doubt; inactive means no such curve, though single readings can be large; an effect the other way counts as inactive or inconclusive.

SMILES | TRPV1 ag | VP16 counter | Tb PFK block | ELG1 genotox | p53 reactivation | RORgamma inh | NPC1 promoter act | BRCA1 expr act | Rab9 prom act | FLuc modulator | ELG1 DNA repair
Cc1ccc(OCc2ccc(C(=O)Nc3nc4ccccc4n3Cc3ccccc3)o2)c([N+](=O)[O-])c1 | -1 | 0.32µM* | 1% | -1% | 15% | ? | 5% | -63% | -8% | 1% | ?
O=C(CCCc1ccccc1)Nc1ccc(Br)cc1F | ? | 9% | ? | ? | nt | 36%[1.91 µM] | ? | -6% | 25% | ? | ?
COc1ccc(C(NCC(=O)NC(C)c2ccc(Cl)cc2)c2ccccc2)cc1 (centres undefined) | ? | -19% | -4% | -4% | -3% | 40% | -8% | -19% | -2%[1.84 µM] | 3% | ?
COc1ccc(S(=O)(=O)N2CCCCCC2)cc1C(=O)NCc1cccs1 | 4 | nt | 1% | -4% | -4% | nt | -3% | -22% | -1% | -1% | 0%
O=C(CN1CCCCCC1)Nc1ccc([N+](=O)[O-])cc1Cl | 19 | -4% | -7% | 4% | 0% | -5% | -5% | 0% | 5% | -15% | 7%
CCOc1ncccc1C(=O)Nc1nnc(C)s1 | 0 | 5% | -2% | -6% | -2% | -26% | -4% | -5% | -8% | -1% | 1%
COc1cc(OC)cc(N(C(=O)C2COc3ccccc3O2)C(C(=O)NC2CCCCC2)c2ccc(O)cc2)c1 (centres undefined) | 3 | ? | -11% | -6% | 1% | 42% | -2% | -84% | -2% | -1% | ?
COCCOCCn1cnc2ccccc21 | -2 | 7% | 4% | 5% | 1% | -4% | -3% | 0% | -6% | 6% | -2%
COc1ccc(Cl)cc1NC(=O)Cn1c(C)csc1=O | 2 | nt | -4% | 1% | -6% | nt | -4% | -17% | 0% | nt | 6%
Cc1occc1C(=O)Nc1cccc([N+](=O)[O-])c1 | 6 | 10% | -4% | -3% | -9% | 26% | 0% | -14% | 0% | 1% | 11%
CN(C)CCCNC(=O)CC1C[C@H](C(=O)N2CCCCC2)[C@@]2(CCc3ccccc3)c3[nH]c4ccccc4c3CCN2C1=O (some centres undefined) | nt | nt | 4% | 3% | -2% | nt | nt | 14% | nt | nt | 1%
CCOC(=O)C1=C(COC(=O)CNS(=O)(=O)c2ccc(C)cc2)NC(=O)NC1C (centres undefined) | 3 | 0% | 3% | 2% | 15% | -36% | -1% | -7% | 1% | -2% | 9%
Cc1ccc(NS(=O)(=O)c2cccc3cccnc23)c(Cl)c1 | 0 | -14% | 3% | -2% | 3% | ? | -1% | -1% | -5% | 4% | -1%
CCOC(=O)C1CCCN(C(=O)Cn2nc(C)n3c(cc4c(OC)cccc43)c2=O)C1 (centres undefined) | -2 | -4% | 0% | 0% | 2% | -21% | -3% | -13% | -3% | -2%&-7% | -4%
CCOC(=O)C1=C(c2ccccc2)Nc2ncnn2C1c1cc(OC)cc(OC)c1OC (centres undefined) | 8 | -1% | -2% | 2% | -6% | -20% | 1% | 10% | 3% | 0% | 10%
O=C(N/N=C/c1cccnc1)c1ccc(NC(=O)c2ccccc2Cl)cc1 | ? | -2% | -12% | -18% | -10% | -3% | -10% | -12% | 2% | -11% | ?
O=C(c1cc(COc2ccc(F)cc2Cl)on1)N1CC[C@@H]2CCCC[C@H]2C1 | ? | 5% | 2% | -1% | 4% | ? | -6% | -18% | -2% | -11% | 20%
CCC(CC)C(=O)Nc1cccc(C(=O)NC(C)(C)C)c1 | 0 | -5% | 5% | 0% | 9% | 0% | -1% | -12% | 2% | 0% | -2%
CCOC(=O)c1ccccc1NC(=O)c1cccc([N+](=O)[O-])c1 | -2 | -12% | 1% | 3% | -2% | -19% | -5% | 2% | -2% | -5% | -3%
O=C(CSc1nnc(CNC(=O)c2ccccc2)o1)NCc1ccco1 | -4 | -6% | -2% | 3% | ? | -14% | -1% | 1% | 8% | -1% | 9%
CCCOC(=O)C1C2C=CC3(CN(c4cccc(Cl)c4)C(=O)C13)O2 (centres undefined) | 1 | -6% | 0% | -2% | 2% | -12% | -1% | 5% | 0% | 0% | 9%
CCc1ccc(Nc2ncc3c(n2)CC(C)CC3=O)cc1 (centres undefined) | ? | 6% | -5% | ? | 11% | -12% | 2µM* | ? | 1.3µM* | ? | ?
COc1ccc(NC(=O)c2nc[nH]c2C(=O)N[C@@H](C)c2ccccc2)cc1 | 12 | 8.9µM* | -2% | -2% | -2% | 6.3µM* | -4% | -16% | -4% | -19% | ?
CCOc1cc(C)c(S(=O)(=O)Nc2ccc(Cl)cn2)cc1C | 2 | -4% | -2% | -1% | -1% | 8% | -4% | 11% | 3% | -1% | 5%
Brc1cc2ccccc2[n+](Cc2ccccc2)c1 | -2 | nt | 0% | 7% | -2% | nt | -3% | -9% | -16% | -13% | -9%

Brought forward from above: four entries, followed by the next part.
SMILES | TRPV1 ag | VP16 counter | Tb PFK block | ELG1 genotox | p53 reactivation | RORgamma inh | NPC1 promoter act | BRCA1 expr act | Rab9 prom act | FLuc modulator | ELG1 DNA repair
CCc1ccc(Nc2ncc3c(n2)CC(C)CC3=O)cc1 (centres undefined) | ? | 6% | -5% | ? | 11% | -12% | 2µM* | ? | 1.3µM* | ? | ?
COc1ccc(NC(=O)c2nc[nH]c2C(=O)N[C@@H](C)c2ccccc2)cc1 | 12 | 8.9µM* | -2% | -2% | -2% | 6.3µM* | -4% | -16% | -4% | -19% | ?
CCOc1cc(C)c(S(=O)(=O)Nc2ccc(Cl)cn2)cc1C | 2 | -4% | -2% | -1% | -1% | 8% | -4% | 11% | 3% | -1% | 5%
Brc1cc2ccccc2[n+](Cc2ccccc2)c1 | -2 | nt | 0% | 7% | -2% | nt | -3% | -9% | -16% | -13% | -9%
Cc1cccc(SC2CCN(C(=O)C3CCC(=O)N(C4CC4)C3)CC2)c1 (centres undefined) | 2 | 0% | 1% | -1% | -18% | 13% | 4% | 4% | -2% | 6% | 5%
COc1ccc(CC(=O)Nc2sc3c(c2C(N)=O)CCCC3)cc1 | 9 | 15% | -14% | -2% | -3% | ? | -2% | -14% | -6% | -8% | ?
C[C@]12c3[nH]c4ccc(Cl)cc4c3CCN1C(=O)[C@@H](CC(=O)NCCCn1ccnc1)C[C@@H]2C(=O)N1CCCCC1 | nt | nt | 1% | 0% | 5% | nt | nt | -16% | nt | nt | ?
COc1ccccc1NC(=O)C(=O)NNC(=O)c1ccco1 | -1 | -10% | -4%[0.46 µM] | 0% | 3% | ? | -4% | -30% | 0% | ? | 13%
O=C(Nc1cccnc1)c1cc(S(=O)(=O)N2CCOCC2)ccc1Br | -3 | 3% | 9% | -3% | -2% | ? | 1% | 3% | 13% | 3% | 7%
Cc1ccn2c(NC3CCCCC3)c(-c3cccc(SC4CCCCC4)c3)nc2c1 | nt | nt | 3% | -3% | 2% | nt | nt | -39%&-34% | nt | nt | ?
O=C(Cn1cc2c(n1)CCCCC2)NCc1ccccc1 | 5 | 18% | -8% | -2% | -1% | 15% | -5% | 34% | -9% | -2% | 2%
CC(OC(=O)Cc1ccc(Br)cc1)C(=O)NC1CCCC1 (centres undefined) | nt | nt | 7% | 3% | 3% | nt | nt | -5% | nt | nt | -2%
C/C(=N/NC(=O)CNC(=O)c1ccccn1)c1ccc([N+](=O)[O-])cc1 | -9 | -6% | -4% | 2% | -1% | 7% | 0% | -22% | 2% | -5% | -4%
CCN(C(=O)CCc1ccccc1)C1CCCCC1 | 28 | -6% | -3% | -3% | -3% | 15% | 0% | -13% | -2% | -5% | -1%
CC1CCCC(NC(=O)C2CCN(C(=O)Nc3ccccc3)CC2)C1C (centres undefined) | ? | nt | -2% | 2% | -1% | nt | -2% | 5% | 2% | 1% | 8%
CC(C)c1nc2ccc(Br)cn2c1NC1CCCC1 | ? | ? | 0% | -12% | -9% | 7.1µM* | -6% | -8% | -8% | 3% | ?

Source: PubChem BioAssay
